# PP1 counter: blocks human PP1-alpha phosphatase, a PP5 counter-screen | purified PP1alpha, OMFP fluorescence | 0.9% of 320,000 active | AID 2235 | inhibition, % at 6.7 µM;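 active = inhibition above the mean inhibition of all tested compounds plus 3 SD, computed separately for each screening campaign, cut at about 15% in these data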
# Target sequence (P62136 whole entry, looked up): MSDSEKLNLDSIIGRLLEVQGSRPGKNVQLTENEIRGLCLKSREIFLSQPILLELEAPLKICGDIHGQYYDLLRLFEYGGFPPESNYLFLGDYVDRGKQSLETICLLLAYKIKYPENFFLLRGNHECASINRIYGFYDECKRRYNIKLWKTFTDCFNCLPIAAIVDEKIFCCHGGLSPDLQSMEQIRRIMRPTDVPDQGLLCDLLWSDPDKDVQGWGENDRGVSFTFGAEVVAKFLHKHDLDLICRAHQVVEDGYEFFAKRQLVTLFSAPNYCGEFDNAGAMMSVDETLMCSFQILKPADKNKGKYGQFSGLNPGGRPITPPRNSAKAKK
# procasp3 activ: activators of human procaspase-3 | P42574 | recombinant procaspase-3 D3A, Ac-DEVD-pNA absorbance 405 nm | activation, % at 8.5 µM | 0.11% of 330,000 active | AID 463141;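 active = activation above the mean of all tested compounds plus 3 SD, cut at about 21% in these data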;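 note: 0% = DMSO alone and 100% = DMSO wells spiked with extra 5 µM PC-3 D3A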
# Target sequence (P42574 whole entry D9A/D28A/D175A): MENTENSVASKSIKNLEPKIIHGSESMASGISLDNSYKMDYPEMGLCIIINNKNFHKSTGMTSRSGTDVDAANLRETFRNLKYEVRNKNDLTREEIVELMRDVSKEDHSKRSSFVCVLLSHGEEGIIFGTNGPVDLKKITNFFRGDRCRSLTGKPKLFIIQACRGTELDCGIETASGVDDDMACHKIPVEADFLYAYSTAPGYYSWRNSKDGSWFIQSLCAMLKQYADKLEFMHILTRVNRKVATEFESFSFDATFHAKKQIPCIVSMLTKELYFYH
#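 Technique: 405 nm absorbance of p-nitroaniline, reads at 0 and 120 min; Test system: Procaspase-3 D3A mutant; Incubation: 1 h enzyme-compound preincubation, then 2 h substrate reaction, 25 °C; Repeats: singlicate, each compound tested once; Benchmarks: low control DMSO wells, high control DMSO plus 5 µM PC-3 D3A.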
# procasp7 counter: counter-screen for procaspase-3 activators: activators of human procaspase-7 | activation, % at 8.5 µM | AID 463210 | P55210 | 0.093% of 330,000 active | recombinant procaspase-7, Ac-DEVD-pNA absorbance 405 nm; D23A/D198A/D206A triple mutant, cannot self-cleave; scale: DMSO 0, 5 µM enzyme 100;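 active = percent activation above the screen-wide mean plus 3 SD, cut at about 25% in these data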
# Target sequence (P55210 whole entry D23A/D198A/D206A): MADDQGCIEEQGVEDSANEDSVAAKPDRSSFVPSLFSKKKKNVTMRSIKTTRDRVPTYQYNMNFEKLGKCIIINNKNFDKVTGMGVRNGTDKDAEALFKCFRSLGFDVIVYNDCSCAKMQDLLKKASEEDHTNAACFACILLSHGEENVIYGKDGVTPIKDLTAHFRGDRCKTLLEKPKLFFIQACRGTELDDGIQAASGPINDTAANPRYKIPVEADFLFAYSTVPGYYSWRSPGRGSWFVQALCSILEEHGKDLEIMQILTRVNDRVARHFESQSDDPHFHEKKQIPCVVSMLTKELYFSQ
#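 Assay system: Uncleavable procaspase-7 mutant enzyme; Input: 2 µM procaspase-7 mutant as dispensed; Also added: DEVD-pNA substrate; Medium: Zinc-free HEPES pH 7.4 with 300 mM NaCl, 0.01% Triton X-100; Timing: 1 h compound preincubation, 2 h substrate cleavage, 25 °C; Measured by: Epi-absorbance of released pNA at 405 nm, two timepoints.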
# HCV core dimer: blocks dimerization of HCV core protein | TR-FRET GST/Flag-core106 dimerization, 1536-well | inhibition, % at 5 µM | 0.33% of 300,000 active | AID 1899;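 active = inhibition above the mean of all tested compounds plus 3 SD, set per screening campaign, cut at about 45% in these data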
#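 System: GST-tagged and Flag-tagged HCV core protein residues 1-106 / Input: core106 proteins, GST 13.5 nM and Flag 17 nM / Buffer or medium: KF-containing HEPES buffer, pH 7.45, DTT, CHAPS, BSA / Probe or stimulus: Eu-anti-GST and XL665-anti-Flag labelled anti-tag antibodies / Schedule: 4 h, 22.5 °C incubation / Technique: TR-FRET 671 and 617 nm emission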
# TPT1 inh: blocks Candida albicans tRNA 2'-phosphotransferase | inhibition, % at 5 µM | recombinant caTPT1, FP RNA substrate dephosphorylation | 0.81% of 300,000 active | AID 1962;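 active = inhibition above the mean of all tested compounds plus 3 SD, set per screening campaign, cut at about 24% in these data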;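 note: plate controls were DMSO alone for no effect and ferristatin control at 100 nM for full effect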
# JMJD2C inh: human JMJD2C demethylase inhibition. GST-JMJD2C(1-420) H3K9me3 demethylation, DELFIA europium. 0.069% of 330,000 active. inhibition, % at 2.35 µM. Q9H3R0;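 active = more than half of a compound's replicate wells show inhibition beyond 50%, single wells judged on their own value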;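 note: signal counts dimethyl H3K9 product captured on neutravidin plate; 0% = median of DMSO wells and 100% = 0.3 times that DMSO median; strong numbers were not always called active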
# CTSL1 counter: cathepsin L1 inhibition, PFM18AAP counter-screen | 0.49% of 300,000 active | recombinant F. hepatica cathepsin L1, Z-Leu-Arg-MCA fluorescence | inhibition, % at 5.96 µM;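 active = inhibition above the mean of all tested compounds plus 3 SD, set per screening campaign, cut at about 17% in these data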;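 note: 0% = plate median of test compound wells and 100% = 1 µM Z-Phe-Ala-diazomethylketone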
# PP5 primary: inhibitors of human protein phosphatase 5 (PP5); P53041; purified PP5c, OMFP substrate fluorescence; inhibition, % at 6.7 µM; 0.18% of 320,000 active;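 active = inhibition above the campaign's mean inhibition across all tested compounds plus 3 SD, cut at about 9.5% in these data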;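 note: 0% = DMSO only and 100% = 100 µM cantharidin control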
# Efflux pump mplx: inhibitors of Candida antifungal efflux pumps expressed in yeast. S. cerevisiae Candida pump triplex, Nile Red efflux. 0.44% of 330,000 active. inhibition, % at 10 µM;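 active = plate passing quality check with inhibition over a set limit, or well fluorescence over plate mean plus 4 SD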;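 note: Nile Red retained in pooled yeast measured as flow cytometry median fluorescence; 0% = buffer negative control and 100% = Enniatin B positive control; higher means more Nile Red kept so more efflux inhibition; some compounds called inactive have numbers as strong as hits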
# Active calls of the source: *; nt = no result given; & = joins results of further samples.
SMILES,CTSL1 counter,procasp3 activ,TPT1 inh,Efflux pump mplx,HCV core dimer,PP1 counter,PP5 primary,JMJD2C inh,procasp7 counter
Cc1ccc(NC(=O)c2cn(-c3cccc(C)n3)cn2)cc1,-2,8,0,0.1,-10,-1,-1.2,4,-3
COC(=O)CCC(=O)Oc1ccc(OC(=O)CCC(=O)OC)cc1,-27,1,2,0.3,-14,-1,-0.1,-18,-8
CCN1C(=O)[C@@H]2[C@@H](c3ccc(-c4ccc(C(C)=O)cc4)c(OC)c3)N3CCC[C@@]3(C(=O)OC)[C@@H]2C1=O,1,2,1,0.2,-3,0,3.0,10,7
CCN(Cc1nc2ccccc2c(=O)[nH]1)C(=O)c1cc(C2CC2)nn1-c1ccccc1,nt,2,nt,0.4,nt,-2,0.6,6,11
O=C(Nc1ccc(NC(=O)C2CC2)nc1)c1cccc(F)c1,0,1,-1,0.0,1,-5,0.2,-13,1
CCc1ccc(S(=O)(=O)Nc2ccc(O)c3ccccc23)cc1,-3,-22,1,0.1,1,0,4.1,5,-33
O=C(O)C1CC=CCC1C(=O)NNc1c(Cl)cc(Cl)cc1Cl (configuration not stated),0,1,-2,0.2,-1,-2,-2.1,6,-9
Cc1ccc(F)cc1NC(=O)CCc1c(C)[nH]c(=O)c(C#N)c1C,-1,0,3,0.1,1,-2,-0.4,-13,-2
O=C(Nc1ccccc1)N1CCc2scc[n+]2-c2ccccc21,-4,-20,0,0.5,-12,0,-1.4,5,-10
COc1ccccc1-c1nnc(Sc2nc([N+](=O)[O-])nn2C)o1,77*,0,1,0.0,-8,-1,0.0,-12,-1
O=C(COC(=O)CNC(=O)c1ccco1)NCc1ccc(F)cc1,-4,-8,-2,0.0,0,0,-2.9,-7,-11
Cc1ccc(C)c(NC(=O)CN(C)C(=O)Cc2ccccc2)c1,-4,1,-1,0.4,1,0,0.2,5,-1
CCOC(=O)/C(C#N)=C/c1ccc(OCC(=O)Nc2ccc(C)c(C)c2)c(OC)c1,1,3,-1,-0.1,1,0,1.1,-1,-8
COc1ccc(/C=C2\N=C(c3ccccc3)N(c3ccc(C(=O)O)cc3)C2=O)cc1OC,4,-10,16,-0.2,1,0,2.6,-3,-13
CCCc1cc(=O)oc2cc(OC(=O)CN3C(=O)NC4(CCCC4)C3=O)ccc12,-3,26*,0,-0.1,3,1,-1.1,6,15
COCc1cc(=O)n2[nH]cc(-c3ccccc3)c2n1,-4,-1,-2,0.0,-15,0,-0.8,1,1
CCOc1ccc2[nH]c(=O)c(CN(Cc3cccs3)Cc3nnnn3C(C)(C)C)cc2c1,-1,-4,2,0.0,6,-8,1.9,-16&-14,-3
COc1ccc(C(=O)NCCc2ccccn2)cc1S(=O)(=O)Nc1ccc(Br)cc1,nt,9,nt,0.0,nt,-7,1.8,11,2
CCN(CC)C(=O)COc1coc(CN2CCN(Cc3ccccc3)CC2)cc1=O,2,-2,0,-0.2,-6,-4,0.0,-4,10
COC(=O)[C@@H](NC(=O)NC1CCCCC1C)C(C)C (some centres not stated),-4,13,0,-0.1,2,-9,2.4,-1,5
O=C(C[C@@H]1C/C=C\CCCC(=O)OC[C@@H]2CCCN2C1=O)NCCO,nt,-1,nt,-0.3,nt,nt,nt,-8,4
O=C(COC(=O)C1CC2C=CC1C2)Nc1ccccc1 (configuration not stated),-6,-1,0,0.0,-13,-2,1.8,-6,0
Cc1nc2sc(-c3ccccc3)cc2c(=O)n1-n1cccc1,2,-5,-3,0.2,2,3,-1.4,1,-13
O=C1CC(=C(c2ccccc2)c2ccccc2)C(=O)N1CCCCN1CCN(c2ccccc2)CC1,3,0,-2,0.0,1,15,3.8,0,5
COc1ccc(C(=O)COC(=O)c2cccnc2SC)cc1,0,1,1,0.0,5,4,0.6,14,10
C/C(=N\N)c1c(-c2ccccc2)c2cc(C)ccc2[nH]c1=O,0,-1,-1,-0.1,-1,-2,-1.0,11,7
COc1ccc(OC)c(NC(=O)CSc2nnc(N)s2)c1,2,5,-2,0.0,1,-1,-0.9,8,2
CCn1c(=O)n(CC(=O)NCC2CCCO2)c(=O)c2c3c(sc21)CCCC3 (configuration not stated),1,-3,0,0.0,6,-3,-2.8,8,4
CC(C)Oc1cccc(C(=O)C2CCCN(C(=O)c3csnn3)C2)c1 (configuration not stated),1,2,-1,-0.1,-4,2,1.0,-5,0
CCC1(c2ccc(Cl)cc2)NC(=O)N(Cc2ccc(C(=O)OC)cc2)C1=O (configuration not stated),-1,-1,-2,-0.2,-1,-1,1.6,-3,0
CCOc1ccc(NC(=S)Nc2cc(-c3ccccc3)[nH]n2)cc1,4,-4,-1,-0.2,-2,4,3.5,2,-19
COC(=O)c1ccc(COc2ccccc2/C=C(\C#N)C(=O)Nc2c(C)cccc2C)cc1,-2,-2,-3,-0.4,27,11,1.7,1,-2
CCCNC(=O)c1cc(-c2ccc3c(c2)OCO3)on1,-4,-3,1,0.6,-3,-1,1.7,30,11
Cc1cc(C)c(C#N)c(SCC(O)COc2ccc(Br)cc2)n1 (configuration not stated),4,0,-1,-0.1,2,2,2.2,8,-6
O=C(c1cc2ccccc2c(=O)o1)N1CCCc2ccccc21,1,6,-1,0.1,4,-2,1.6,2,-13
CC(C)(C)OC(=O)NNC(=O)c1ccc(Cl)cc1,-3,3,2,0.0,0,-2,-1.0,3,11
O=C(COC(=O)C1CCN(c2ccc(C(F)(F)F)cn2)CC1)NC1CCCCC1,-2,6,-2,-0.1,-2,-2,0.0,0,-9
c1ccc(C2Nc3ccccc3-c3nc4ccccc4n32)nc1 (configuration not stated),0,1,7,-0.1,-2,0,2.9,17,10
CCCc1c(C)nn(C(=O)/C(C#N)=N/Nc2ccccc2[N+](=O)[O-])c1C,-4,-7,2,0.0,1,4,-0.4,6,6
Cc1ccc(CC(=O)N2CCN(c3ccccc3F)CC2)cc1,2,6,7,-0.1,0,-3,1.8,2,11
CCOC(=O)N1CCN(C(=O)Cn2ccc3c(OC)cccc3c2=O)CC1,3,3,3,0.1,-2,0,-0.8,4,-14
CCN(Cc1ccccc1)C(=O)c1cccc(S(=O)(=O)N2CCN(c3ccccc3)CC2)c1,-1,-5,-1,0.2,-8,2,2.2,0,12
COc1ccc(N2CCN(C(=O)CSc3nnc(-c4cccnc4)n3-c3ccc(F)cc3)CC2)cc1,-2,5,0,0.0,-1,-2,1.4,4,-6
CC1(c2ccccc2Cl)NC(=O)N(CC(=O)NCc2ccco2)C1=O (configuration not stated),3,-2,4,-0.4,1,-4,-1.1,-5,6
CCn1c(SCC(=O)N2CCCCC2)nc2c(c1=O)SC(C)C2 (configuration not stated),1,9,-1,0.3,-3,0,3.3,-1,7
COC(=O)N/N=C\c1c(C)[nH]n(-c2ccccc2)c1=O,-3,3,-3,-0.1,-8,-2,-2.3,-24,1
NS(=O)(=O)c1ccc(NC(=S)Nc2ccc(C(=O)N3CCCCC3)cc2)cc1,-1,-7,-2,-0.1,2,-5,0.9,-23,-6
Cc1cc(C)nc(/N=C2\NC(=O)CC(C(=O)O)N2c2ccc(Cl)cc2)n1 (configuration not stated),1,9,1,0.0,-4,3,-0.7,10,-3
CCOc1ccc2nc(COC(=O)c3ccco3)c(C(C)=O)[n+]([O-])c2c1,-1,-1,-7,0.0,10,1,-0.3,7,6
c1ccc(CCn2nnnc2C(c2cccnc2)N2CCOCC2)cc1 (configuration not stated),1,11,3,0.2,6,-6,-1.1,-2,10
COCCCN1C(=O)C(=O)/C(=C(/O)c2ccc(OC)cc2C)C1c1cccnc1 (configuration not stated),2,7,2,-0.1,-1,-1,-0.1,5,-3
CCC(C)(C)NC(=O)CN(Cc1ccc(OC)cc1)C(=O)CCC(=O)Nc1nccs1,-1,-12,-6,-0.1,-15,1,0.6,-176,-2
COCc1nnc(NS(=O)(=O)c2ccc(NC(C)=O)cc2)s1,3,2,-3,0.0,2,-4,-3.0,24,5
COc1ccc(C)cc1N(CC(=O)O)S(=O)(=O)c1ccc(C)cc1,-6,-1,4,-0.2,-10,0,1.9,-5,-3
O=[N+]([O-])c1cccc(N=NN(CCO)c2cccc([N+](=O)[O-])c2)c1,2,-2,1,0.2,-3,-1,5.2,-2,0
Cc1ccc(/C=C/C(=O)OCC(=O)c2ccc3c(c2)NC(=O)CO3)o1,nt,-9,nt,0.0,nt,nt,nt,5,-15
CCc1ccc(NC(=O)C(=O)NCCN2CCN(S(C)(=O)=O)CC2)cc1,-2,6,1,0.0,0,-3,2.6,-11,13
CCOC(=O)c1cc(NC(=O)CN2CCCC2)cc(C(=O)OCC)c1,3,8,1,0.1,2,-2,2.9,-9,5
COc1ccc(-n2nc3c(c2NC(=O)CCCCl)CSC3)cc1,-3,1,-3,0.1,-1,-5,-2.5,-1,4
CSCCC(NC(=O)OC(C)(C)C)C(=O)NC(CC(C)C)C(N)=O (configuration not stated),-1,-6,-2,0.2,4,-5,1.5,-4,1

# Structures above printed as active in procasp3 activ.
molecule	procasp3 activ	TPT1 inh	Efflux pump mplx	HCV core dimer	PP5 primary	JMJD2C inh
CCCc1cc(=O)oc2cc(OC(=O)CN3C(=O)NC4(CCCC4)C3=O)ccc12	26*	0	-0.1	3	-1.1	6

# The results go on.
SMILES,CTSL1 counter,procasp3 activ,TPT1 inh,Efflux pump mplx,HCV core dimer,PP1 counter,PP5 primary,JMJD2C inh,procasp7 counter
CCN(CC(=O)NC1CCCC1)S(=O)(=O)c1ccc(Br)cc1,-4,1,1,0.2,2,-5,3.4,-1,4
CCOC(=O)c1cc(NC(=O)c2cccnc2)ccc1N1CCOCC1,-3,4,-5,-0.2,-4,-1,2.3,-9,-4
Cc1cc(C)cc(OCC(=O)NN2Cc3ccccc3C2=N)c1,1,-9,0,0.0,-10,-3,1.9,1,-3
CCCOP(=O)(OCCC)C(Nc1ccc(C(C)C)cc1)c1ccc([N+](=O)[O-])cc1 (configuration not stated),3,-14,3,0.5,12,6,3.2,-10,-13
Brc1ccc(-c2noc(C3CCCCC3)n2)cc1,-4,7,-1,-0.1,0,-2,-1.0,13,13
O=C(Nc1ccc(CSc2ccccc2)cc1)c1ccco1,2,-2,-2,-0.1,7,0,0.7,2,2
COC(=O)CN1C(=O)N/C(=C/c2ccccc2OC)C1=O,8,2,-3,-0.3,-4,-2,-0.8,21,0
